Screening results as filed in PubChem.
Tb MetRS inh: T. brucei MetRS inhibitors, primary screen, biochemical, luminescence; 0.4% of 360,000 active; methionyl-tRNA synthetase (Trypanosoma brucei brucei); inhibition, % at 11.9 µM; purified T. brucei MetRS, ATP depletion, Kinase-Glo luminescence;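 active = inhibition above a per-plate cutoff of the control wells' mean inhibition plus 3 SD, cut at about 5.5% in these data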;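 note: 0% = DMSO wells median and 100% = median of wells with control inhibitor compound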
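System: purified T. brucei MetRS enzyme / Detection: Kinase-Glo luciferase luminescence reporting remaining unconsumed ATP / Medium: HEPES buffer with MgCl2, KCl, DTT, spermine, BSA, pyrophosphatase / Replication: singlicate, one well per compound / Evaluation: percent inhibition relative to median high and low control wells / Schedule: 2 h aminoacylation at 25 °C after 15 min preincubation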
SKN-1 inh: suppressors of acrylamide-induced Pgst-4::GFP reporter in worms, primary screen, SKN-1 inhibitor project, whole organism, uHTS, GFP/RFP fluorescence ratio, strain VP596 | C. elegans VP596 Pgst-4::GFP/RFP ratio, 24 h | inhibition, % at 21.8 µM | 0.49% of 360,000 active;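 active = interference check ratio from 0.5 to 1.5 plus GFP to RFP signal ratio inhibition reaching or exceeding a fixed threshold, cut at about 30% in these data, passing the limit was not always enough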; note: some compounds called inactive have numbers as strong as hits
eLon inh: inhibitors of E. coli Lon protease, primary screen, biochemical, fluorescence polarization. 0.42% of 360,000 active. purified E. coli Lon protease. inhibition, % at 7.94 µM. AID 602123, 2011; in the data active = inhibition above about 13%, passing the limit was not always enough;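 note: 0% = enzyme with probe and DMSO and 100% = no enzyme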
Target sequence (P0A9M0 whole entry, looked up): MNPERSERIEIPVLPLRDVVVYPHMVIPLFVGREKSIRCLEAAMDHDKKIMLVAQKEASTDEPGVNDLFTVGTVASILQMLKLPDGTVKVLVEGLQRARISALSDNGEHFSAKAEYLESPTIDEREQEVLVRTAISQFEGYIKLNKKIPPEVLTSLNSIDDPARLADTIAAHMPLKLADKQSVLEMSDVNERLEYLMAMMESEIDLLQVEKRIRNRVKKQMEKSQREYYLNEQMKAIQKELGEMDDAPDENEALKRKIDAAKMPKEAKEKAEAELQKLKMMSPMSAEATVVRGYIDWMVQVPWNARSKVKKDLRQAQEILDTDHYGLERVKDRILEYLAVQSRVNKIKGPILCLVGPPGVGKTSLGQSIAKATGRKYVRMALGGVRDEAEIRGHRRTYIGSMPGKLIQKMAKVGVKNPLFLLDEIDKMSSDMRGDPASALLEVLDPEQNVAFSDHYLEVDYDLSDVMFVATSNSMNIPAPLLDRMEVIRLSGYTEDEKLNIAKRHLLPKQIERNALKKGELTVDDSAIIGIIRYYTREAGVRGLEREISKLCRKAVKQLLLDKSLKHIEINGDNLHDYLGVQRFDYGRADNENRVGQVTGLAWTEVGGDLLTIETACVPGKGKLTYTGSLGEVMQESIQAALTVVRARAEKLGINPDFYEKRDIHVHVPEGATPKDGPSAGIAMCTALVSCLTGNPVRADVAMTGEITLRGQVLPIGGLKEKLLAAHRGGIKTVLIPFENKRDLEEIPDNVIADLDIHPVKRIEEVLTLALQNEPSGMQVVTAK
bovine MsrA act: bovine MsrA enzyme activators, primary screen, biochemical, absorbance, HTS; Methionine sulfoxide reductase A (Bos taurus); purified bovine MsrA, absorbance read-out; activation, % at 10.6 µM; 0.3% of 360,000 active; AID 602163, 2012; in the data active = activation above about 7.5%;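 note: 0% = vehicle and 100% = reference activator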
MT1-MMP act inh: blockers of MT1-MMP proenzyme processing, primary screen, HT1080 RFP-PRO-GFP cells, GFP/RFP fluorescence; Matrix metalloproteinase-14 (Homo sapiens), P50281; GFP/RFP ratio fluorescence, overnight; percent of plate control window, DMSO zero; GFP/RFP ratio change, % at 20 µM; 0.061% of 360,000 active;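 active = GFP/RFP ratio change of at least 30% with cell ATP level not reduced by more than half and red fluorescence within 50% of control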; note: strong numbers were not always called active
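Assay system: HT1080 RFP-PRO-GFP cells. Benchmarks: DMSO vehicle wells and RFP-L50D-GFP reporter cell wells. Times: overnight cell settling, then overnight compound exposure, 37 °C, 5% CO2. Compound: 20 µM single dose, 1% DMSO. Read-out basis: GFP/RFP fluorescence ratio.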
MsrA inhibitor: bovine MsrA enzyme inhibitors, primary screen, biochemical, absorbance, HTS. Methionine sulfoxide reductase A (Bos taurus). purified bovine MsrA, absorbance read-out. inhibition, % at 15.5 µM. 0.75% of 360,000 active; in the data active = inhibition above about 4.5%;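 note: 0% = vehicle wells with enzyme and 100% = reference inhibitor wells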
MLLE-PAM2 inh: inhibitors of PABP1 MLLE–PAM2 peptide binding, primary screen, biochemical, fluorescence polarization, FITC-PAM2, GST-MLLE | Polyadenylate-binding protein 1 (Homo sapiens), P11940 | inhibition, % at 20 µM | 0.36% of 360,000 active | AID 588489, 2011; in the data active = inhibition above about 35%, passing the limit was not always enough;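 note: plate controls were DMSO wells with GST-MLLE for no effect and wells lacking GST-MLLE protein for full effect; some results filed as inactive read as strong as hits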
FAS TE block: FAS thioesterase domain inhibitors, primary screen, biochemical, fluorescence intensity, uHTS | 0.67% of 360,000 active | recombinant FAS-TE, OMFH fluorogenic substrate, fluorescence endpoint | AID 602261, 2012 | Fatty acid synthase (Homo sapiens), P49327 | inhibition, % at 15 µM;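 active = compounds whose normalised, plate-corrected inhibition of enzyme fluorescence in the single-dose primary screen is 50% or more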;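 note: 0% = DMSO with enzyme and 100% = substrate without enzyme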
CendR NRP1 mod: modulators of CendR peptide binding to NRP-1, primary screen, biochemical, fluorescence polarization, uHTS | inhibition, % at 25 µM | FAM-RPARPAR peptide binding to NRP-1 | 0.85% of 360,000 active | Neuropilin-1 (Homo sapiens), O14786;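 active = inhibition or corrected inhibition above about 18%, plus a signal ratio from 0.5 to 1.5, limit read from the data, passing the limit was not always enough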; note: strong numbers were not always called active
* = called active by the depositor; · = not tested or not shown.

Values run as follows: Tb MetRS inh, SKN-1 inh, eLon inh, bovine MsrA act, MT1-MMP act inh, MsrA inhibitor, MLLE-PAM2 inh, FAS TE block, CendR NRP1 mod
> c1ccc(CCn2c3ccccc3c3nnc(SCc4ccc5nonc5c4)nc32)cc1
    -1.1, 10, 3, -2, 11, 0.2, -5, 32, -3
> Cc1ccc(N2C(=O)c3cccc([N+](=O)[O-])c3C2=O)cc1C
    -0.5, -3, -11, -6, 0, -0.8, 5, 12, 6
> CCCN(CCC)C(=O)CC(c1ccccc1)C1CCOC(C)(C)C1 (stereo not drawn)
    -0.2, -10, 6, -2, -2, 1.5, 8, -2, -7
> O=C(CSc1nncn1-c1cccnc1)N(c1ccccc1)c1ccccc1
    -0.8, -1, -6, -5, -4, 0.2, -5, -6, 2
> CCC(=O)c1cc2c(C)cc(=O)oc2c(C)c1OC(=O)C(C)C
    -1.1, 2, 14, -7, -9, -0.6, 0, 4, 10
> N#CC1=C(N)Oc2nc[nH]c(=O)c2C1c1cccs1 (stereo not drawn)
    -0.3, 5, -3, -3, 0, 1.3, 15, 0, 13
> O=C(N/N=C\c1cc([N+](=O)[O-])ccc1N1CCOCC1)c1ccccn1
    -0.1, 15, -5, -4, -2, 1.2, -2, 35, -2
> CCOC(Cn1ccc(=O)[nH]c1=O)OCC
    0.9, -8, 7, -3, 7, 1.7, 12, -4, 26*
> CCn1nc(C)c(CN2CCC(n3nccc3NC(=O)c3ccc4c(c3)OCO4)CC2)c1C
    -0.1, -5, -6, 0, 1, 0.1, 5, -4, 6
> CCOC(=O)C(=Nc1ccccc1)NO
    -0.4, -6, 5, 0, 1, 1.1, 2, -15, 0

The listing continues:
Values run as follows: Tb MetRS inh, SKN-1 inh, eLon inh, bovine MsrA act, MT1-MMP act inh, MsrA inhibitor, MLLE-PAM2 inh, FAS TE block, CendR NRP1 mod
> Cc1cc(=O)oc2cc(OCC(=O)N3CCCc4ccccc43)ccc12
    -0.3, 8, 3, -2, 0, 0.8, -3, 4, 2
> CC(C)c1ccc(NC(=S)N2CCN(C)CC2)cc1
    -0.2, -12, -7, -1, ·, -0.1, -67, -4, 4
> CN(C)Cc1ccccc1Sc1ccc2c(c1)CCCC2
    0.2, 7, -6, -1, -2, -1.5, 0, 14, 11
> CCN(CC)C(=O)Cn1cc(S(=O)(=O)CC(=O)Nc2cccc(NC(C)=O)c2)c2ccccc21
    0.0, 10, -10, -2, 0, -0.9, -12, -5, 3
> CC1CN(c2ccc(Cl)nn2)CC(C)O1 (stereo not drawn)
    -0.8, 5, -5, -2, -2, 0.6, 10, 0, 0
> O=C(N/N=C/c1c[nH]c2ccccc12)c1cccc(Cl)c1
    -0.8, 10, 0, -3, 0, 1.1, -4, -1, 3
> Cc1cc(N=Nc2ccc(C)c(N=Nc3cc(C)c(N)cc3N)c2)c(N)cc1N
    -0.4, 16, 12, 0, 26, 1.6, 6, 0, -6
> Cc1ccc(OCc2cc(C(=O)NC(C)Cc3cccc(C)n3)no2)cn1 (stereo not drawn)
    -0.5, -4, -5, 0, 1, 0.0, 4, 0, 3
> O=C(COC(=O)C1CCCO1)Nc1cccc(C(F)(F)F)c1 (stereo not drawn)
    -1.5, 8, -6, -16, -3, -0.9, -2, -5, 4
> CC(C)CCNC(=O)CCc1nnc2n(CCCOC(C)C)c(=O)c3ccccc3n12
    -0.4, 5, 5, -2, -2, -1.2, 6, -6, -4

Following part
Values run as follows: Tb MetRS inh, SKN-1 inh, eLon inh, bovine MsrA act, MT1-MMP act inh, MsrA inhibitor, MLLE-PAM2 inh, FAS TE block, CendR NRP1 mod
> COc1cccc(CN(C)C(=O)c2cc(-c3ccc(F)cc3)nc3ccccc23)c1
    0.3, 12, 1, -1, 5, ·, 2, 24, 10
> Cc1c(C2C(C#N)=C(N)N(c3ccccc3C#N)C3=C2C(=O)CCC3)cnn1C (stereo not drawn)
    -1.1, -7, 15, -8, -3, 0.7, 4, -10, 6
> CC(C)C[C@@H](CSc1ccc(Br)cc1)N1CCN(C)CCC1=O
    -0.4, -9, -4, -5, -7, 0.4, 6, 4, 10
> Cc1ccc(S(=O)(=O)c2nc(NN(C)C)sc2Cl)cc1
    0.1, -13, 3, 7, 3, 0.1, 8, 6, 1
> Cc1cccc(NS(=O)(=O)c2ccc(-n3cccn3)cc2)c1C
    -0.3, 9, 3, 2, 2, 0.1, -5, 3, -6
> NS(=O)(=O)c1ccc(CCNC(=O)COC(=O)Cc2ccc([N+](=O)[O-])cc2)cc1
    -0.2, 5, 4, -3, -4, -0.8, -4, 3, 3
> N#C/C(=C/c1ccc(-c2ccc([N+](=O)[O-])cc2)o1)c1nnc(N2CCOCC2)n1-c1ccccc1
    -0.3, 3, -27, -6, -108, -0.4, -16, -38, -72
> OC[C@@H]1CN(Cc2ccc(F)cc2)C[C@H](n2cnc3c(N4CCOCC4)ncnc32)O1
    0.1, -4, -4, -1, 3, 0.6, -11, -2, -8
> COC(=O)COc1ccc(-c2nccc(-c3ccc(Br)cc3)n2)cc1
    -0.4, 15, 1, -4, 1, 0.4, -2, 16, 5
> O=C1NC(=Nc2ccccc2)S/C1=C/c1cccs1
    -0.6, 12, -1, -5, -1, 2.9, -25, 2, 3

A few values from above:
Cc1ccc(S(=O)(=O)c2nc(NN(C)C)sc2Cl)cc1 – SKN-1 inh = -13
OC[C@@H]1CN(Cc2ccc(F)cc2)C[C@H](n2cnc3c(N4CCOCC4)ncnc32)O1 – CendR NRP1 mod = -8

Remaining list, next part
Values run as follows: Tb MetRS inh, SKN-1 inh, eLon inh, bovine MsrA act, MT1-MMP act inh, MsrA inhibitor, MLLE-PAM2 inh, FAS TE block, CendR NRP1 mod
> CCCc1cc(=O)oc2cc(C)cc(OCC(=O)N3CCC(C(N)=O)CC3)c12
    1.2, 6, 0, -3, 6, 0.3, 2, -4, -6
> CC(C)(C)c1ccc(C(=O)N2CCN(C(=O)c3cccs3)CC2)cc1
    -0.2, 1, -12, -3, -1, -0.3, 10, -15, -9
> O=S(=O)(/C=C/c1ccccc1)N1CCOCC1
    -0.1, 25, -1, -2, -1, -0.2, 6, -5, 20
> COc1cc([N+](=O)[O-])ccc1NC(=O)CC1SC(=Nc2ccc(F)cc2)N(CCC2=CCCCC2)C1=O (stereo not drawn)
    -0.3, 6, 10, -3, -13, -0.1, 3, 39, -9
> Cc1ccc(-c2onc(C)c2C)cc1S(=O)(=O)N1CCOc2ccccc21
    0.0, 1, -13, -3, -8, 2.3, 7, 28, 7
> CC1Cc2ccccc2N1C(=O)CSc1nc2c(c(=O)n(C)c(=O)n2C)n1Cc1ccccc1 (stereo not drawn)
    -0.3, 7, 5, -2, -12, 0.6, -2, 40, -13
> CCOC(=O)N1CCC(N2Cc3cccc(C(=O)Nc4c(C)cccc4CC)c3C2=O)CC1
    0.5, 2, 1, -2, 0, -0.9, 3, 12, 14
> O=C(COC(=O)Cc1ccccc1F)NNC(=O)c1ccc([N+](=O)[O-])cc1
    -0.3, 18, 5, -5, 4, 1.3, -3, 3, -1
> O=C(NNC(=O)c1ccncc1)Nc1ccccc1
    0.2, -11, -5, -2, 3, -0.9, -11, -2, 9
> CC(C)CCNC(=O)c1c[nH]c2ccc(S(=O)(=O)N3CCOCC3)cc2c1=O
    0.5, 6, 9, -5, 5, 1.9, 3, -1, -2

Going on with the list.
Values run as follows: Tb MetRS inh, SKN-1 inh, eLon inh, bovine MsrA act, MT1-MMP act inh, MsrA inhibitor, MLLE-PAM2 inh, FAS TE block, CendR NRP1 mod
> C/C(=N\O)c1noc(C)c1C(=O)Nc1nccs1
    0.4, -1, -4, 0, -3, -1.3, 3, -2, -5
> Cc1c(N=Cc2ccc[nH]2)c(=O)n(-c2ccccc2)n1C
    -0.7, 12, -6, -3, 0, -0.2, -11, -8, -21
> CC1CCCC(C)N1CC(O)Cn1c2ccccc2c2ccccc21 (stereo not drawn)
    0.1, 12, -4, -2, -1, -0.3, -3, -2, 0
> CCOC(=O)c1ccc(N=c2sc(C(=O)OC)cc(=O)n2C2CC2)cc1
    -1.0, 22, -5, -6, 0, -0.7, 7, -5, -2
> Cc1nc2ccc(S(=O)(=O)NCC(=O)NC(C)c3ccccc3)cc2s1 (stereo not drawn)
    0.5, 4, 4, -2, 1, 1.1, -10, -8, 14
> CCc1ccccc1-n1ncc(C(=O)Nc2ccc(OC)cc2)c1C
    0.2, 5, -8, 2, 5, -0.6, 3, 5, 2
> COCC(=O)N(Cc1cc2cccc(C)c2[nH]c1=O)c1ccccc1
    -1.5, -15, 13, -12, 2, 2.6, 1, -3, -8
> CN1/C(=C/C=C/c2n(C)c3cc([N+](=O)[O-])c([N+](=O)[O-])cc3[n+]2C)C(C)(C)c2ccccc21
    -0.3, 57*, -22, 5, 97*, -0.8, -50, 44, -59
> COc1cc(-c2n[nH]c(=S)n2C(C)c2ccccc2)cc(OC)c1OC (stereo not drawn)
    -0.2, 13, 0, -3, 1, -1.0, 16, -1, -7
> CCNC(=O)C1(C)CCCN(C(=O)c2oc3ccccc3c2C)C1 (stereo not drawn)
    -0.3, -14, -4, -5, -1, 0.4, 13, -8, -6

(next part)
Values run as follows: Tb MetRS inh, SKN-1 inh, eLon inh, bovine MsrA act, MT1-MMP act inh, MsrA inhibitor, MLLE-PAM2 inh, FAS TE block, CendR NRP1 mod
> Cc1c(/C=N/NC(=O)C2(O)c3ccccc3-c3ccccc32)cnn1C
    -0.2, 2, 19, -2, -3, -0.4, 5, -13, -5
> c1ccc(-c2cc3ccccc3[nH]2)cc1
    -0.5, 18, 4, 1, 1, -1.2, 2, 18, -18
> CCc1nc2sc(C#N)c(N)c2c2c1CCCC2
    0.7, 5, 2, 0, 0, 0.6, 3, 3, -2
> CCCCn1c(O)c(C=NCCCN(C)C)c(=O)[nH]c1=O
    -0.2, -10, 3, 5, -1, 0.2, -5, -4, 16
> O=C(CSc1nc2[nH]ncc2c(=O)[nH]1)Nc1ccccc1
    -0.5, 8, 0, -4, -1, -1.7, 12, 11, 0
> C[C@@H]1C=C(C(=O)N2CCN(Cc3ccccc3)CC2)O[C@H](OCc2ccc(CO)cc2)C1
    -0.3, 2, -4, -1, -2, -0.9, 1, -16, 3
